Compound activity as filed in PubChem.
IEC-6 tox: kills IEC-6 intestinal cells in KLF5 counter-screen | 290,000 compounds, 0.78% hits | inhibition, % at 5 µM | AID 1825 | IEC-6 cytotoxicity, luminescence viability; in the data active means inhibition above about 22%;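 further: 0% = plate median of test compound wells and 100% = cytotoxic reference compound wells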
HSF1 inh: HSF1 inhibition. NIH3T3-HGL HSE-luciferase, MG132-induced, luminescence 8 h; hits give low values. activity change, negative = inhibition, % at 7.5 µM (by protocol). 300,000 compounds, 0.77% hits. AID 2098;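 active means more than half of replicate wells show activity change below -50%, luminescence cut by over half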;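 further: luciferase reports HSF-1 transcriptional activity via heat shock element; 0% = median of DMSO wells and -100% = zero luminescence signal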
aSyn UTR inh: MLPCN primary screen, SNCA 5' untranslated region; 300,000 compounds, 0.82% hits; inhibition, % (tested at 7.5 µM); alpha-synuclein 5'UTR reporter, inhibitor activity; AID 1813; in the data active means inhibition above about 60%;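 further: H4 neuroglioblastoma cells stably carrying SNCA 5'UTR luciferase fusion; 0% = DMSO wells and 100% = positive control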
HSF-1 act: increases HSF-1 driven luciferase reporter signal. NIH3T3-HGL HSF-1 luciferase reporter, MG132, 8 h; 100% = twice DMSO control signal. activation, % at 9 µM. 300,000 compounds, 1.7% hits;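 active means mean replicate activation of at least 50% with a set share of replicates each reaching 50%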;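 further: 0% = median of the neutral control wells and 100% = twice that signal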
PolyA inhibitor: yeast polyadenylation inhibition; S. cerevisiae SKY197-pL101 polyadenylation reporter, beta-gal luminescence; efflux-impaired pdr1/pdr3 knockout yeast; score 100 = 6 SD above DMSO; calls only at 12 µM; 300,000 compounds, 0.02% hits;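 active means lowest replicate activity score at least 50, where 100 means six control SD above control mean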;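 further: yeast exposed to compound for 9 h at 30 °C; higher score means more reporter readthrough which indicates perturbed polyadenylation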
HSP90 inh: blocks HSP90-mediated luciferase refolding in reticulocyte lysate; Rabbit reticulocyte lysate, luciferase refolding luminescence, 3 h; inhibition, % at 5.6 µM; 290,000 compounds, 0.91% hits; AID 1789;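 active means inhibition above the screen-wide mean plus 3 SD, computed separately per campaign, cut at about 16% in these data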;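 further: 0% = DMSO wells and 100% = 60 µM geldanamycin wells; inhibitors lower the luminescence because luciferase stays unfolded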
AI-2 QS mod: modulators of Vibrio harveyi AI-2 quorum sensing system | Vibrio harveyi JMH597 AI-2 luminescence/OD600 ratio, 9 h; hits give low values; strain lacks LuxN and CqsS sensors; 0 = neutral-control median | activity change, % at 7.5 µM | 300,000 compounds, 0.4% hits | AID 2094; in the data active means activity change below about -75%, passing the limit was not always enough;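 further: luminescence divided by OD600 gain over 9 h not by final OD600 alone; inactives centre near 13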
KLF5 inhibitor: inhibitors of KLF5 expression; 290,000 compounds, 0.23% hits; DLD-1 KLF5 promoter-luciferase reporter, luminescence; inhibition, % at 5 µM;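 active means inhibition above a per-plate limit of that plate's mean compound inhibition plus 3 SD, cut at about 60% in these data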;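 further: 0% = DMSO wells and 100% = LY294002 at 200 µM; higher means less KLF5 promoter-driven luciferase light; inactives centre near -14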
GSK3A inh: inhibitors of human GSK-3 alpha kinase; P49840; ADP-Glo luminescence, 60 min; inhibition, % at 10 µM; 320,000 compounds, 0.1% hits; AID 2650;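 in the data active means inhibition above about 50%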;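 further: GST-tagged GSK-3 alpha with peptide substrate and 25 µM ATP; 0% = DMSO neutral wells and 100% = GW8510 positive control wells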
Target sequence (P49840 whole entry, looked up): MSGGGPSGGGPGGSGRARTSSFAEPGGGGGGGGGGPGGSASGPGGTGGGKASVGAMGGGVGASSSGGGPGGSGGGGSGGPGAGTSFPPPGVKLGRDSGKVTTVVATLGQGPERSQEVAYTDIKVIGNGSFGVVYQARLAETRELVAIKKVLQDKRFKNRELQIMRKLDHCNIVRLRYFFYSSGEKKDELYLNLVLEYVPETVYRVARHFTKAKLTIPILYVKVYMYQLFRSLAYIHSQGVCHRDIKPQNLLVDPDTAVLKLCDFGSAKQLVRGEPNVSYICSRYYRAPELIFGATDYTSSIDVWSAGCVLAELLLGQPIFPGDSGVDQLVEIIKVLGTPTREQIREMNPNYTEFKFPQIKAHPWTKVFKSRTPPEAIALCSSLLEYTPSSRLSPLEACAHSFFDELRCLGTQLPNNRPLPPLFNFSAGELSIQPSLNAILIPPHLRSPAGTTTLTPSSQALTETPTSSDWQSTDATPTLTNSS
GSK3beta inhib: human GSK3beta kinase inhibition | activity score (negative = inhibition), % at 10 µM | P49841 | GST-GSK3beta kinase, ADP-Glo luminescence, 60 min; hits give low values | AID 2097 | 300,000 compounds, 0.038% hits;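 active means more than half of replicate wells score below -50%, meaning over 50% inhibition versus plate controls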;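 further: 0% = median DMSO wells and -100% = median GW8510 positive control wells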
Target sequence (P49841 whole entry, looked up): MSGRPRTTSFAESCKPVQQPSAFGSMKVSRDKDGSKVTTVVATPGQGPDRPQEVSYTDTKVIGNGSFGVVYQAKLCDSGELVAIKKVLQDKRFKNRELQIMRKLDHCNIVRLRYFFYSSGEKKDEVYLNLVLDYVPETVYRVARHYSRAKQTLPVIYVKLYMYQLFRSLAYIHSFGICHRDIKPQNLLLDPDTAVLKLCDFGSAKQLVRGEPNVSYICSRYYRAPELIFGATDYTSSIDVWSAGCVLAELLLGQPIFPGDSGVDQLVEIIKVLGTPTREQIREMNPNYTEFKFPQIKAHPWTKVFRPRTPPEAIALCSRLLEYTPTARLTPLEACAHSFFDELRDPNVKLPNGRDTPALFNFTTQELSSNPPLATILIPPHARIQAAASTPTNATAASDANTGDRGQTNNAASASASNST
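Assay system: GST-fused GSK3beta enzyme, cell-free / Medium: Tris pH 7.5 buffer with MgCl2, DTT, BSA, heparin / Also added: peptide substrate plus 25 µM ATP (final) / Compound: 10 µM single point / Timing: kinase reaction with compound 60 min at room temperature / Detection: ADP-Glo luminescence / Benchmarks: DMSO neutral wells and GW8510 at 20 µM as positive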
The depositor's hits bear a star; i = inactive; . = no result given.

SMILES | IEC-6 tox | HSF1 inh | aSyn UTR inh | HSF-1 act | PolyA inhibitor | HSP90 inh | AI-2 QS mod | KLF5 inhibitor | GSK3A inh | GSK3beta inhib
O=C(NC1CC2CCCC(C1)N2C(=S)NCCc1ccccc1)C1CC1 (stereo unspecified) | -2 | 3 | 2 | 3 | i | -3 | 0 | -1 | -1 | 0
CC1=C(C(=O)N2CCOCC2)C(c2cc(C)ccc2C)NC(=S)N1 (stereo unspecified) | 3 | . | 11 | . | i | 2 | 19 | 0 | -2 | 0
Nc1nc(SCC(=O)N2CCCC2)[nH]c(=O)c1NC(=O)c1cccs1 | 3 | 3 | 13 | -9 | i | 2 | 11 | -7 | 0 | -3
Cc1ccc(-c2cc(C(=O)OCC(=O)N(C)c3c(N)n(Cc4ccccc4)c(=O)[nH]c3=O)c3ccccc3n2)o1 | . | -3 | -26 | -7 | i | . | 23 | . | -1 | -2
CCCCN(C)CCNC(=O)CN1C(=O)CSc2ccc(S(=O)(=O)N3CCCC3)cc21 | -4 | 0 | -7 | 2 | i | -3 | 27 | -4 | -1 | 1
CC(C)(C)NC(=O)c1nc2ccccc2s1 | -4 | -1 | -22 | 15 | i | 1 | 22 | -23 | . | 1
CCCC/C(O)=C1\C(=O)CC(C)(C)CC1=Nc1ccc(N)cc1 | -2 | -2 | 3 | -5 | i | -5 | -5 | -22 | 2 | 0
Cc1noc(C(=O)N2CC3(C)CC2CC(C)(C)C3)c1Cl (stereo unspecified) | 2 | 3 | -1 | 15 | i | -3 | 10 | -6 | -4 | 0
CN1CCN(C(=O)c2ccc(OCCOc3ccccc3)cc2)CC1 | -10 | -4 | -2 | -1 | i | 1 | -1 | -35 | -2 | -28
COc1cccc(C(=O)NCC(=O)N2CCC3(CC2)NCCc2[nH]cnc23)c1OC | -3 | -5 | -9 | 6 | i | -2 | 2 | -27 | 0 | -6
Nc1ncnc2nc(N3CCN(C(=O)c4ccccc4)CC3)[nH]c12 | 0 | -73* | 5 | -80 | i | -1 | 23 | -5 | -3 | -5
COc1ccc(S(=O)(=O)NCc2ccc(C)cc2)cc1 | -1 | -2 | -14 | -15 | i | -1 | 17 | -15 | -2 | 2
O=C(O)C(Cc1ccc(O)cc1)N1C(=O)C2CCCCC2C1=O (stereo unspecified) | 5 | 0 | 2 | -11 | i | 6 | 0 | -24 | -2 | -13
COc1ccc(-c2noc(-c3ccccc3C(=O)Nc3cccc(OC)c3)n2)cc1 | 6 | 9 | -38 | 17 | i | 2 | 24 | -10 | -2 | -3
O=C(CNC(=S)N(Cc1ccccc1)Cc1cccnc1)NCc1ccccc1 | 13 | -3 | 14 | -20 | i | 2 | 34 | 13 | 6 | 3
O=C(N/N=C\c1cccnc1)c1ccc(Cl)s1 | 8 | 8 | -27 | 11 | i | -5 | 17 | -49 | 2 | -2
Cc1cccn2c(CNCC3(c4ccccc4)CCCC3)c(C(=O)N3CCOCC3)nc12 | -2 | . | -10 | . | i | 1 | 4 | 2 | -1 | -3
CCC1(CC)C(=O)N=C2c3ccccc3C(=O)N21 | 1 | -16 | 10 | -14 | i | 5 | -24 | 6 | -2 | -1
CCc1ccccc1NC(=O)Cn1nc(C)n2cccc2c1=O | 0 | -5 | 9 | -24 | i | 1 | 4 | -15 | 0 | -1
COc1ccc2c(c1)C(=O)/C(=C/C=C/c1ccccc1)CC2 | 0 | -5 | -115 | -11 | i | 0 | 23 | -18 | 2 | -1
Cc1cccc(C=Nc2ccccc2C(N)=O)c1 | 9 | 23 | -70 | 21 | i | 4 | 0 | 13 | -1 | -6
COc1ccc(NC(=S)N(CCc2c(C)[nH]c3ccccc23)Cc2cccnc2)cc1 | -2 | 1 | 0 | -15 | i | -3 | 11 | 2 | 0 | 3
O=C(NCCCO)C(=O)NCC(c1ccc2c(c1)OCO2)N1CCN(c2ccc(F)cc2)CC1 (stereo unspecified) | -3 | -4 | 4 | 4 | i | -5 | 42 | -34 | 0 | -1
CCOC(=O)c1c(NC(=O)c2cccs2)sc(C)c1C | 3 | -3 | 6 | 3 | i | 3 | 2 | -44 | 0 | 4
Cc1ccc(S(=O)(=O)N2CCN(c3cnn(-c4ccccc4)c(=O)c3Cl)CC2)cc1 | -4 | 1 | 1 | 6 | i | 4 | 0 | -17 | -3 | 1

Continued; the last 5 above are carried over.
SMILES | IEC-6 tox | HSF1 inh | aSyn UTR inh | HSF-1 act | PolyA inhibitor | HSP90 inh | AI-2 QS mod | KLF5 inhibitor | GSK3A inh | GSK3beta inhib
Cc1cccc(C=Nc2ccccc2C(N)=O)c1 | 9 | 23 | -70 | 21 | i | 4 | 0 | 13 | -1 | -6
COc1ccc(NC(=S)N(CCc2c(C)[nH]c3ccccc23)Cc2cccnc2)cc1 | -2 | 1 | 0 | -15 | i | -3 | 11 | 2 | 0 | 3
O=C(NCCCO)C(=O)NCC(c1ccc2c(c1)OCO2)N1CCN(c2ccc(F)cc2)CC1 (stereo unspecified) | -3 | -4 | 4 | 4 | i | -5 | 42 | -34 | 0 | -1
CCOC(=O)c1c(NC(=O)c2cccs2)sc(C)c1C | 3 | -3 | 6 | 3 | i | 3 | 2 | -44 | 0 | 4
Cc1ccc(S(=O)(=O)N2CCN(c3cnn(-c4ccccc4)c(=O)c3Cl)CC2)cc1 | -4 | 1 | 1 | 6 | i | 4 | 0 | -17 | -3 | 1
CCCc1nnc(NC(=O)CCC(=O)N2CCN(C3c4ccccc4-c4ccccc43)CC2)s1 | -3 | -1 | 33 | 0 | i | -2 | 11 | -17 | -1 | 0
O=C(NCc1ccccc1C(F)(F)F)C1CC(c2ccccc2C(F)(F)F)=NO1 (stereo unspecified) | . | 14 | 17 | 9 | i | . | 34 | . | -2 | -1
O=C(CSc1ccc(Cl)cc1Cl)N1CCC(c2nc3ccccc3s2)CC1 | 5 | 5 | 12 | 7 | i | 5 | 6 | -3 | 0 | -1
CCCC(C)c1nnc(NC(=O)C(=O)OCC)s1 (stereo unspecified) | -5 | -6 | -8 | 9 | i | -2 | 9 | 8 | -2 | 1
CCOC(=O)C1CCCN(c2cc(=O)n(-c3ccccc3Cl)c(=O)[nH]2)C1 (stereo unspecified) | 2 | -5 | -16 | 17 | i | -1 | 23 | -27 | -2 | 4
Cc1ccc(S(C)(=O)=NC(=O)c2cc(C)on2)cc1 (stereo unspecified) | -2 | -3 | -9 | 5 | i | 6 | 15 | -31 | -3 | 1
CC(=O)Nc1nnc(-c2c(-c3c(Cl)cccc3Cl)noc2C)o1 | -7 | -7 | -6 | 5 | i | 0 | 13 | -21 | -3 | -5
COC(=O)C1=C(NC(=O)c2ccccc2[N+](=O)[O-])CCS1 | 2 | -1 | 3 | -17 | i | -3 | -1 | -7 | 4 | -1
COc1ccc(C2N(C(=O)CN3CCCC3)CCCN2S(=O)(=O)c2ccccc2)cc1 (stereo unspecified) | -4 | 52 | -26 | 105* | i | 4 | . | -12 | 2 | .
COc1ccc(C(=O)NC(=O)COC(=O)C2COc3ccccc3O2)cc1 (stereo unspecified) | 1 | -7 | -8 | -10 | i | 4 | 13 | 2 | 2 | -2
Cc1c(Cl)cccc1NC(=O)c1ncn[nH]1 | 0 | -4 | 5 | -9 | i | -2 | 15 | -26 | 2 | 2
Cc1ccc(OCc2nc(C#N)c(N3CCCC3)o2)cc1 | -1 | -4 | -4 | 4 | i | -4 | 0 | -17 | 0 | -2
CCOC(=O)c1c(S(=O)(=O)NCc2ccc(C)o2)c(C)n(C)c1C | 2 | -2 | -26 | -1 | i | 0 | 21 | 15 | 0 | -3
COc1ccc(C(=O)CSc2nnc(-c3ccco3)n2C)cc1 | 1 | -2 | 8 | 6 | i | 2 | 34 | 9 | 0 | 3
O=C(Cc1ccccc1)N/N=C/c1cc(Br)c(Br)o1 | 1 | 60 | -68 | 80* | i | 1 | -52 | -11 | 4 | -1
Cc1cc(C)cc(N(CC(=O)NCc2ccco2)S(=O)(=O)c2c(C)noc2C)c1 | -1 | 1 | -9 | 14 | i | -4 | 12 | -28 | -2 | -3
Cc1c(N=Cc2ccco2)c(=O)n(-c2ccccc2)n1C | 7 | -1 | -9 | 10 | i | -1 | -5 | -23 | -3 | 0
CCCOc1ccc(NC(=O)CC2C(=O)N(CC)C(=S)N2CCNC(C)=O)cc1 (stereo unspecified) | 0 | -3 | 19 | -7 | i | -1 | 36 | 4 | -1 | 3
O=C(NC(Cc1c[nH]c2ccccc12)c1nnc2n1CCCCC2)c1ccccc1Cl (stereo unspecified) | 4 | 4 | 19 | -2 | i | 2 | 6 | 1 | -3 | 2
CCC(C)(C)NC(=O)C(c1ccncc1)N(Cc1ccc(C)cc1)C(=O)c1csnn1 (stereo unspecified) | 7 | 2 | -4 | 11 | i | 1 | 28 | -17 | 0 | -2
COC(=O)CSc1nnc(CNC(=O)c2ccc(OC)cc2OC)n1C | 4 | 0 | 18 | -1 | i | 2 | 4 | 3 | 1 | 1
O=C(/C=C/c1ccccc1)N/C(=C/c1ccccc1)C(=O)N1CCCCC1 | 4 | -7 | -8 | 5 | i | 3 | 29 | 5 | . | 1
CC(Sc1ncc(C#N)c(N)n1)C(=O)Nc1ccccc1 (stereo unspecified) | 0 | 0 | -5 | 6 | i | -2 | 5 | 6 | 0 | -2
O=C(NNC(=O)c1ccccc1O)c1ccc(Cl)c(S(=O)(=O)N2CCc3ccccc32)c1 | . | 5 | 27 | -1 | i | . | 31 | . | -1 | 3
CCOCCCn1c(=S)[nH]c2cc3c(cc2c1=O)OCO3 | -1 | -1 | -5 | -6 | i | 5 | 9 | -5 | 0 | 0
Going on with the list:
SMILES | IEC-6 tox | HSF1 inh | aSyn UTR inh | HSF-1 act | PolyA inhibitor | HSP90 inh | AI-2 QS mod | KLF5 inhibitor | GSK3A inh | GSK3beta inhib
CSC1=NCCN1C(=O)c1ccc(C)cc1 | -10 | -6 | -9 | -12 | i | -5 | 42 | -6 | 1 | 2
Nc1nc(N2CCOCC2)nc2ccccc12 | 8 | 3 | 3 | -13 | i | 9 | 11 | 0 | 2 | 0
Cn1c(SCC(=O)NC(=O)NCc2ccco2)nnc1-c1ccccc1 | -3 | -4 | 0 | 3 | i | 1 | -10 | -12 | -1 | 1
Cc1ccc(N(C(=O)CNC(=O)c2ccco2)C(C(=O)NC2CCCCC2)c2cccnc2)cc1F (stereo unspecified) | 0 | -4 | 0 | -14 | i | -1 | -1 | -8 | -1 | 1
CCC(=O)Nc1ccc(C(=O)NNC(=O)C(c2ccccc2)c2ccccc2)cc1 | -1 | -6 | 6 | -2 | i | 0 | 20 | -16 | -1 | 4
CCOC(=O)c1ccc(-n2c(C)nc3c(cnn3-c3ccc(Cl)cc3)c2=O)cc1 | -2 | 0 | -8 | 15 | i | 1 | 24 | -11 | 1 | 0

A portion of the library; the hit share may differ from the screen's.
